MOR-DOR ag: OPRM1-OPRD1 heterodimerization agonism. cells, luminescence. activation, % at 9.3 µM. hit rate 0.3% among 340,000; in the data active = activation above about 18%;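 note: 0% = vehicle-treated cells and 100% = reference agonist; values of inactives mirror those of a sister screen read the other way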
cardiac RTF act: cardiac RTF calcium sensitization; P19429+P45379; IANBD-labeled TnC RTF fluorescence at EC20 calcium; 0% EC20 calcium, 100% full calcium; activation, % at 7.2 µM; hit rate 0.24% among 340,000;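 active = activation above the mean over all tested compounds plus 3 SD, cut at about 30% in these data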;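 note: rise in fluorescence read as greater calcium sensitivity of cardiac thin filaments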
HTR5A inv ag: counter-screen for OPRM1-OPRD1 inverse agonists: human HTR5A inverse agonism | P47898 | HTR5A cell line, luminescence | inhibition, % at 9.3 µM | hit rate 0.083% among 340,000 | AID 504634; in the data active = inhibition mostly above about 23%, no sharp cut-off; inactive = mostly below about 18%;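 note: 0% = cells with DMSO and 100% = no-cell wells with DMSO; some compounds called inactive have numbers as strong as hits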
Target sequence (P47898 whole entry, looked up): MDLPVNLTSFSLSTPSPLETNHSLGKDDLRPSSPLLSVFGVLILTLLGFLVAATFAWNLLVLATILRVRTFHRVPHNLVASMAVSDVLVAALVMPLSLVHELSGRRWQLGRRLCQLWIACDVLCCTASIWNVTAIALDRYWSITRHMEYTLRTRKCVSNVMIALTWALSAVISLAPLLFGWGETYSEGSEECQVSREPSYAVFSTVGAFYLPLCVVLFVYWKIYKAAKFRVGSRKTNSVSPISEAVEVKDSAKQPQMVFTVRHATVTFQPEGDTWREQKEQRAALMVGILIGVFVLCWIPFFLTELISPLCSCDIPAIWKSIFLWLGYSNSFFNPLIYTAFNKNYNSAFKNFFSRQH
V-ATPase pH: yeast V-ATPase proton transport regulation by pHLuorin; S. cerevisiae, pHLuorin cytosolic pH fluorescence; response, % at 10 µM; hit rate 0.37% among 350,000; in the data active = response mostly above about 7.3%, no sharp cut-off; inactive = mostly below about 5.4%; note: actives read high; inactives centre near 0; some compounds called inactive have numbers as strong as hits; reference of the scale not given here
MOR-DOR inv ag: inverse agonists of human mu-delta opioid receptor heterodimerization; P35372+P41143; cell-based MOR-DOR heterodimer luminescence, inverse agonism; inhibition, % at 9.3 µM; hit rate 0.21% among 340,000; AID 504357; in the data active = inhibition above about 22%, passing the limit was not always enough;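 note: 0% = cells with DMSO and 100% = wells without cells with DMSO; values of inactives mirror those of a sister screen read the other way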
CAL PDZ FP: inhibitors of human CAL PDZ peptide binding; Q9HD26; purified CAL PDZ, TMR-peptide fluorescence polarization, 1 h; inhibition, % at 24.9 µM; hit rate 0.92% among 300,000; AID 602252;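 active = mean inhibition of at least 30% with at least half of replicates also reaching 30%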;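 note: 0% = DMSO neutral control and 100% = excess unlabeled competitor peptide PRC23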
Cardiac RTF inh: cardiac RTF calcium desensitization; IANBD-labeled cardiac RTF, Ca2+ fluorescence; inhibition, % at 7.15 µM; hit rate 0.12% among 340,000;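 active = inhibition above the mean inhibition of all tested compounds plus 3 SD, cut at about 17% in these data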;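 note: assay run at fixed EC70 calcium of 1.6 mM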
C-LANA FP: blocks KSHV LANA C-terminal domain binding to DNA; MBP-C-LANA/FAM-LBS DNA binding, fluorescence polarization; inhibition, % at 9 µM; hit rate 0.078% among 340,000; AID 504423;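 active = highest replicate inhibition at or above 60% at 9 µM, even if other replicates fall short; inactive = all replicates below 60% inhibition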;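 note: 0% = neutral control wells and 100% = 4 µM acridine orange control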
Keap1 Nrf2 FP: disrupts human Keap1 binding to Nrf2 peptide | Q14145 | Keap1 Kelch-Nrf2 peptide fluorescence polarization, 1536-well | inhibition, % at 9.4 µM | hit rate 0.15% among 340,000; in the data active = inhibition above about 12%;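 note: human Keap1 Kelch domain with fluorescein labeled Nrf2 9mer peptide probe; 0% = neutral control wells and 100% = peptide positive control; higher means more block of Keap1 binding to Nrf2 peptide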
Target sequence (Q14145 whole entry, looked up, the tested form may be a part): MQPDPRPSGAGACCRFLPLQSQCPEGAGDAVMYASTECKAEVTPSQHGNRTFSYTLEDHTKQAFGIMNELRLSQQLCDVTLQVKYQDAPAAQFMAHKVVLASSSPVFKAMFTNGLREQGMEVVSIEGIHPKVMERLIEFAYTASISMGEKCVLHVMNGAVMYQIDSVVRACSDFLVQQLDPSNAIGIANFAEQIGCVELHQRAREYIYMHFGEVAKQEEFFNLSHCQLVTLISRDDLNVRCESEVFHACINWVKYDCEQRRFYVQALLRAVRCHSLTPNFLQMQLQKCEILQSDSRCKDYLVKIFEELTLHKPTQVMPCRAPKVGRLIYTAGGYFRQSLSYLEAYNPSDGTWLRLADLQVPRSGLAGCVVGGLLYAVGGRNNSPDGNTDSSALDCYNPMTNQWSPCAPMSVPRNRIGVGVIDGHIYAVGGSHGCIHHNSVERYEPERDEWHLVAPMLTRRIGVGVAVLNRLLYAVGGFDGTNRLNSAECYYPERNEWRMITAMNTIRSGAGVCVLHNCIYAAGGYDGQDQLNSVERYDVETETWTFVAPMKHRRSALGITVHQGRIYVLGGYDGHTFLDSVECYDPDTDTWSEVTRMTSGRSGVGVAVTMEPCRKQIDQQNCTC
HTR5A ag: HTR5A agonism, opioid heterodimer counter-screen; P47898; HTR5A agonist assay, luminescence, cell-based; activation, % at 9.3 µM; hit rate 0.61% among 340,000; AID 504692; in the data active = activation mostly above about 9.5%, no sharp cut-off; inactive = mostly below about 7.6%;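 note: 0% = cells with vehicle only and 100% = reference agonist; strong numbers were not always called active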
* marks the source's active call; other numbers are inactive results; . = no result given.

SMILES | MOR-DOR ag | cardiac RTF act | HTR5A inv ag | V-ATPase pH | MOR-DOR inv ag | CAL PDZ FP | Cardiac RTF inh | C-LANA FP | Keap1 Nrf2 FP | HTR5A ag
NC(=O)CN(c1ccc(Cl)cc1)S(=O)(=O)c1ccccc1 | -1.9 | 3 | -18 | 0 | 10 | 5 | 8 | -3.0 | 0 | 1
O=C1N=C(N2CCCC2)CN1c1ccccc1 | 1.6 | 11 | 5 | -2 | -9 | 6 | -6 | 0.4 | -4 | -4
CCOc1ccccc1N1CCN(C(=O)c2cccc(S(=O)(=O)N3CCOCC3)c2)CC1 | -0.5 | 8 | -4 | 0 | 2 | 0 | -4 | 1.0 | -6 | 2
Cc1cccc(C2Nc3ccccc3C(=O)N2NC(=O)c2ccc([N+](=O)[O-])cc2)n1 (configuration not stated) | -2.8 | 10 | 5 | -3 | 14 | 0 | -6 | -0.1 | -4 | -1
CCCC(/C=C/c1ccc(OC(C)=O)cc1)=C1/c2ccccc2C(=O)N1c1ccccc1 | 1.9 | 8 | 0 | 5 | -11 | 0 | -2 | 0.5 | -5 | 1
COc1ccccc1NCC(=O)Nc1cc(S(=O)(=O)N2CCOCC2)ccc1N1CCOCC1 | -0.8 | 1 | 21 | 3 | 4 | 1 | -1 | 0.2 | -3 | -8
Cc1cccc(C)c1NC(=O)c1cccnc1 | -1.4 | 2 | 0 | 6 | 7 | -3 | -1 | -1.3 | -4 | 0
O=C(NC1CC1)C1CCN(C2CCN(C(=O)c3c(F)cccc3Cl)CC2)CC1 | -2.4 | -6 | -6 | -1 | 13 | -4 | -3 | -0.3 | -2 | 2
O=C(c1ccncc1)c1ccc(N2CCN(C3CC(=O)N(Cc4ccccc4)C3=O)CC2)cc1 (configuration not stated) | -0.6 | 3 | -27 | 4 | 2 | -5 | -16 | -0.3 | 2 | 7
COc1cc2c(OC(C)=O)c3c(c(-c4ccc5c(c4)OCO5)c2cc1OC)C(=O)OC3 | 3.5 | 3 | -9 | -1 | -20 | -3 | 5 | 2.3 | 3 | 11
COc1cc(OC)cc(-c2cc3ncccc3cn2)c1 | -2.8 | -2 | -6 | -5 | 16 | -3 | 1 | -2.2 | 4 | 2
O=C(CSc1ccc(-c2ccco2)nn1)c1ccccc1 | -0.7 | 0 | -48 | -3 | 4 | . | -1 | -0.1 | 1 | 0
CS(=O)(=O)N(Cc1ccco1)CC(O)Cn1cc(C=O)c2ccccc21 (configuration not stated) | -1.8 | 2 | 5 | 0 | 9 | -7 | -14 | 0.3 | 4 | -1
CC(C)NC(=O)C1CCCN(S(=O)(=O)c2ccc(-n3cnnn3)cc2)C1 (configuration not stated) | -2.3 | -1 | 17 | -1 | 12 | -6 | 1 | -1.1 | -3 | -6
Cc1cccc(NC(=O)CCS(=O)(=O)c2cccc3nonc23)c1C | 0.5 | -2 | -9 | 6 | -3 | 1 | -20 | 0.4 | 2 | 3
O=C(CSc1nc2nn(-c3ccccc3)c(=O)c-2c2n1CCCCC2)c1ccc(O)c(O)c1 | -0.9 | -1 | -7 | -1 | 4 | 0 | 4 | 3.4 | 2 | 3
COC(=O)Cc1[nH]c(=S)[nH]c1C(=O)OC | -0.9 | 8 | 10 | 6 | 5 | -6 | -3 | 0.2 | -3 | -4
CCOC(=O)C1=C(c2ccccc2)NC(SC)=C(C#N)C1c1ccco1 (configuration not stated) | -0.2 | 5 | 16 | -1 | 1 | -3 | 2 | 1.3 | -1 | 2
CN1CCN(NC(=O)C23CC4CC(CC(C4)C2)C3)CC1 | -1.4 | -6 | 10 | . | 10 | -1 | -9 | -1.3 | -4 | 4
CCCCCC/C=N/Nc1nnc(Cc2ccc(OC)c(OC)c2)c(=O)[nH]1 | -1.3 | -9 | -24 | 1 | 7 | -3 | -1 | -0.9 | 1 | 6
CCOC(=O)C1CCN(c2ncnc3c2cnn3-c2ccc(Cl)cc2)CC1 | 0.2 | -2 | -24 | 0 | -1 | 0 | -21 | -1.0 | 2 | 4
COc1cccc(C(=O)Nc2cc(C(F)(F)F)ccc2Cl)c1 | -1.3 | -2 | -5 | -3 | 7 | -1 | -5 | -0.6 | 0 | 2
Cc1cccc(NC(=S)N(C)C2(c3ccccc3Cl)CCCCC2=O)c1 (configuration not stated) | 1.0 | -3 | -12 | -1 | -6 | -5 | -3 | -1.1 | -1 | -4
Cc1ccc(-n2nnnc2SCC(=O)N2CCN(C(=O)c3ccco3)CC2)c(C)c1 | -1.2 | 1 | 8 | -3 | 7 | -1 | -19 | 1.2 | -2 | -3
COc1ccc(-n2cc(CNCCc3nc(C)cc(C)n3)c(-c3ccccc3Cl)n2)cc1 | 6.8 | 5 | -3 | 1 | -33 | -1 | -1 | -1.4 | -9 | 3
CCC(C)NS(=O)(=O)c1ccc(OCC(=O)NCc2cccnc2)cc1 (configuration not stated) | -3.0 | -4 | -6 | -1 | 18 | -6 | -24 | 0.7 | -6 | -2
CN(CCNC(=O)c1ccc(N2CCCC2=O)cc1)CCc1ccccc1 | -1.6 | -1 | -30 | -4 | 9 | -3 | -15 | -0.9 | 5 | 0
CC1CCCN(S(=O)(=O)c2ccc(-c3ccc(=O)[nH]n3)o2)C1 (configuration not stated) | -1.2 | 1 | -13 | -2 | 6 | -1 | -3 | -0.6 | -2 | -1
Cc1cccc(C(C(=O)NC2CCCCC2)N(C(=O)c2csnn2)C2CC2)c1 (configuration not stated) | -1.4 | 2 | -11 | 2 | 8 | -1 | -9 | -0.5 | 0 | 5
CC(C)(C)n1nc2c(c1NC(=O)c1cccc(C(F)(F)F)c1)CS(=O)C2 (configuration not stated) | 1.4 | 10 | 9 | 8 | -8 | -1 | -4 | 0.9 | -1 | -3
Cc1cc(C)nc(NS(=O)(=O)c2ccc(NC(=O)CCC(=O)O)cc2)n1 | -1.6 | 7 | 6 | 3 | 8 | . | -9 | -0.3 | -2 | -1
COc1ccc(-c2noc(CCC(=O)N3CCN(c4cccc(C(F)(F)F)c4)CC3)n2)cc1 | 1.8 | 0 | -4 | -3 | -9 | -2 | -13 | -0.5 | -4 | 2
O=C(O)c1ccccc1CSc1nc2ccccc2[nH]1 | -2.1 | 4 | 15 | 4 | 12 | -1 | 4 | 0.3 | -1 | -6
COC(=O)C1=C(C)NC(=O)/C1=C\N(C)C | -4.0 | 24 | 4 | 1 | 22 | -4 | -32 | 2.9 | 0 | -2
CCOC(=O)c1sc2nc(CN3CCN(c4cccc(C(F)(F)F)c4)CC3)[nH]c(=O)c2c1C | 1.7 | 2 | -19 | -4 | -13 | -4 | -11 | -0.1 | -5 | 7
CC(C)(C)c1ccc(-c2ccc3c(c2)S(=O)(=O)c2ccccc2C3=O)cc1 | 1.2 | -3 | 6 | 4 | -7 | -6 | -6 | 0.9 | -1 | -2
COc1ccc(/C=C(\C#N)C(=O)Nc2cccc3ncccc23)cc1OC | 1.4 | 1 | 2 | 2 | -7 | 2 | -3 | 1.2 | -3 | -3
CC(CN1CCNCC1)(NS(=O)(=O)c1ccccc1)c1ccccc1 (configuration not stated) | -1.3 | 1 | 11 | 3 | 7 | -5 | -15 | -2.6 | -6 | -3
CCC(C)C(=O)Nc1cc(C(=O)OC)ccc1C(=O)OC (configuration not stated) | 0.7 | 2 | -25 | 3 | -4 | . | -4 | 0.9 | -1 | 2
CCC(=O)Nc1cccc(-c2nnc(-c3ccccc3)o2)c1 | 0.0 | 5 | -31 | 0 | 0 | -2 | -11 | -1.2 | 3 | 7

Full records, looked up by structure:
Shown for `CCOC(=O)c1sc2nc(CN3CCN(c4cccc(C(F)(F)F)c4)CC3)[nH]c(=O)c2c1C` = MOR-DOR ag = 1.7; cardiac RTF act = 2; HTR5A inv ag = -19; V-ATPase pH = -4; MOR-DOR inv ag = -13; CAL PDZ FP = -4; Cardiac RTF inh = -11; C-LANA FP = -0.1; Keap1 Nrf2 FP = -5; HTR5A ag = 7
Shown for `COC(=O)C1=C(C)NC(=O)/C1=C\N(C)C` = MOR-DOR ag = -4.0; cardiac RTF act = 24; HTR5A inv ag = 4; V-ATPase pH = 1; MOR-DOR inv ag = 22; CAL PDZ FP = -4; Cardiac RTF inh = -32; C-LANA FP = 2.9; Keap1 Nrf2 FP = 0; HTR5A ag = -2

Carrying on:
SMILES | MOR-DOR ag | cardiac RTF act | HTR5A inv ag | V-ATPase pH | MOR-DOR inv ag | CAL PDZ FP | Cardiac RTF inh | C-LANA FP | Keap1 Nrf2 FP | HTR5A ag
Cc1cc(C)c2nc(Cl)c(C3NC(=O)c4ccccc4N3)cc2c1 (configuration not stated) | 0.4 | 3 | 25 | -3 | -2 | . | 1 | 0.0 | -4 | 0
CCOC(=O)C1C2C=CC3(CN(Cc4ccccc4)C(=O)C13)O2 (configuration not stated) | -1.0 | 4 | 3 | 4 | 5 | 12 | -9 | 3.9 | -2 | -1
Cc1c(NC(=S)NC(=O)C2CCCCC2)c(=O)n(-c2ccccc2)n1C | -3.2 | 6 | 6 | -3 | 16 | -3 | -13 | -1.2 | 0 | 1
Cc1c(NC(=O)C(C)N2C(=O)c3ccccc3C2=O)c(=O)n(-c2ccccc2)n1C (configuration not stated) | -0.1 | 0 | -10 | 7 | 1 | -2 | 3 | 0.3 | 0 | -3
COc1ccccc1C(=O)Nc1ccc2c(c1)nc1n2CCN(Cc2ccccc2)C1 | . | 0 | . | -2 | . | -5 | -1 | -0.5 | -1 | .
Cc1cccc(NC(=O)Cn2c(C)c(C#N)c3ccccc32)c1C | 1.2 | -4 | -5 | -2 | -7 | -5 | -7 | -3.5 | -4 | 0
CCOc1ccc(NC(=O)CCNS(=O)(=O)c2cccc3nsnc23)cc1 | -1.9 | 1 | -20 | 3 | 12 | -3 | -8 | 3.9 | -2 | 10
Cc1cccc(-c2nnc(-c3ccccc3)o2)c1 | 1.9 | 1 | 10 | -1 | -8 | -2 | -7 | -0.5 | 2 | -4
COc1cc(OC)c2c(c1)C(=O)OC2OC (configuration not stated) | -0.3 | 4 | -30 | 2 | 2 | -5 | -7 | -0.2 | -6 | -1
CN/N=C/c1ccc(C#N)cc1 | -2.6 | -4 | 0 | -1 | 13 | 1 | -4 | -1.1 | 0 | 0
CC(=O)Nc1nonc1NC(C)=O | 0.1 | 6 | 6 | 2 | 0 | -3 | 2 | -0.4 | 2 | -2
O=C(Nc1ccccc1)C1=C[C@H](c2ccc3c(c2)OCO3)C[C@H](OCc2ccc(CO)cc2)O1 | 0.2 | 4 | -2 | 4 | -1 | -3 | 5 | 3.4 | -7 | 1
Cc1cc(C)c(S(=O)(=O)N2CCC3(CC2)OCCN3S(=O)(=O)c2cccs2)c(C)c1 | -0.8 | 15 | 10 | 1 | 4 | -3 | -2 | 1.2 | -6 | -6
CNC(=O)c1sc(-c2cccnc2)nc1C | -3.4 | 1 | -50 | 0 | 15 | -1 | -3 | 0.8 | 4 | 18*
Cc1ccccc1Nc1nc(N)nc(CSc2nnc(-c3ccccc3)n2C)n1 | -1.6 | -1 | -10 | -5 | 10 | -1 | 1 | 0.0 | -1 | -4
CCOC(=O)C1CCCN(C(=O)c2cccc(N3C(=O)c4ccccc4C3=O)c2)C1 (configuration not stated) | 0.0 | 3 | 4 | 1 | 0 | -1 | -13 | 0.5 | -7 | -2
COc1ccc(N(CC(=O)NCc2ccc3c(c2)OCO3)C(=O)c2csnn2)cc1 | -1.5 | 1 | 0 | -1 | 10 | -2 | -29 | . | 2 | -1

Source: PubChem (several laboratories)
